Compound activity deposited in PubChem by several laboratories.
p-CIP stab down = p/CIP protein destabilization; Q05BA5; F442A p/CIP-EGFP cells, EGFP fluorescence, 16 h; decrease of EGFP signal, % at 10 µM; actives 0.01% (n = 290,000); AID 1984;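 active = EGFP signal decrease of at least 30% at 10 µM or well 3 SD below plate mean, unless failing retest; inactive = the rest, including hits failing retest or dose response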; also: some compounds called inactive have numbers as strong as hits; many of its hits are not listed in these tables
Target sequence (Q05BA5 1-1403): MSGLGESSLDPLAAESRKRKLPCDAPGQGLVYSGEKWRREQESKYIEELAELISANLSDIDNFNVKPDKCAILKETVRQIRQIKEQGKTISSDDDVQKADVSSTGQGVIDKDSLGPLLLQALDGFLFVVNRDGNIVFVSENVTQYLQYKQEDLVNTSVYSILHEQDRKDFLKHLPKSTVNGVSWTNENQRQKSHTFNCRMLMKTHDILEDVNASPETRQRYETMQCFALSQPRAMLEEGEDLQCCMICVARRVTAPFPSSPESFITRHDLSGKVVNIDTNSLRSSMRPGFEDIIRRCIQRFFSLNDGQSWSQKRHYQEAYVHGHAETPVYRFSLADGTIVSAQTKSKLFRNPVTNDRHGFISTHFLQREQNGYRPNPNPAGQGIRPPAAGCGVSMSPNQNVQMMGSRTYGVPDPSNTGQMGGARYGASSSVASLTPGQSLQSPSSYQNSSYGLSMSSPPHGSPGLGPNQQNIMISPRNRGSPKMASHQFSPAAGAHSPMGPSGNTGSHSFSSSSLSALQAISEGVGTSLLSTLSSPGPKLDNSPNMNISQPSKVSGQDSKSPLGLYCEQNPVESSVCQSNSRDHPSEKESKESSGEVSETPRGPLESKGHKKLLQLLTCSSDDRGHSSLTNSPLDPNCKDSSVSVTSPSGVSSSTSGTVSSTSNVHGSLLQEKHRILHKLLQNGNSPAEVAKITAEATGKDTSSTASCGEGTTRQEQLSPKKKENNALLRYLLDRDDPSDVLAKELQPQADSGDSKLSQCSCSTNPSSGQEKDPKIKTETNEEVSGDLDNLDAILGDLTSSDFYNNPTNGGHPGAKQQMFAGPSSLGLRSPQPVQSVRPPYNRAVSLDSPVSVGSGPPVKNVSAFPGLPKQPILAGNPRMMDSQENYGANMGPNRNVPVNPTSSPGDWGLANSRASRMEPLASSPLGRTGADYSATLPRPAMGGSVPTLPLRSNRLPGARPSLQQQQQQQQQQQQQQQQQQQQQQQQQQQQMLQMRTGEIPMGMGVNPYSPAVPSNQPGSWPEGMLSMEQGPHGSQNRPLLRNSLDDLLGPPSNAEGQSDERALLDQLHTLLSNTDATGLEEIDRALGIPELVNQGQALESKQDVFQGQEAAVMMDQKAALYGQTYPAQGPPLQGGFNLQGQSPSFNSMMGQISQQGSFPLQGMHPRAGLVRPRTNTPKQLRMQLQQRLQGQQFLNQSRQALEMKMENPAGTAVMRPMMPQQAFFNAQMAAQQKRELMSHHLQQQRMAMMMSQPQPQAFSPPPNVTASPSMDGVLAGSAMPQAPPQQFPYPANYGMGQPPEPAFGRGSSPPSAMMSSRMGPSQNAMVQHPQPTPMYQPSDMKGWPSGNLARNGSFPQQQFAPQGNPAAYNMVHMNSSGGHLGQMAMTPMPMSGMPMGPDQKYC
NALP1 inh = inhibitors of NALP1 inflammasome in yeast. actives 0.61% (n = 280,000). inhibition, % at 10 µM. S. cerevisiae NALP1/ASC/caspase-1 growth, X-gal OD620, 72 h. AID 2071; in the data active = inhibition mostly above about 24%, no sharp cut-off; inactive = mostly below about 32%; also: some compounds called inactive have numbers as strong as hits
IDE act = IDE (human) activation, cell-based | P14735 | activation, % at 5.96 µM | HEK cells, FAbeta-B cleavage, fluorescence polarization; 0% vehicle, 100% cell-free pure enzyme wells | AID 493087 | actives 0.073% (n = 340,000);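 active = activation above the mean of all tested compounds plus 3 SD, set per screening campaign, cut at about 17% in these data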
M18AAP inhibitor = blocks P. falciparum M18 aspartyl aminopeptidase; recombinant PfM18AAP, H-Glu-NHMec fluorogenic cleavage; inhibition, % at 7.35 µM; actives 1.2% (n = 290,000); AID 1822;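 active = inhibition above the campaign mean inhibition over all tested compounds plus 3 SD, cut at about 28% in these data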;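 also: 0% = plate median of test compound wells and 100% = 2 mM ZnCl2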
IDE inh = inhibitors of human insulin-degrading enzyme in cells. P14735. HEK cells, FAbetaB cleavage, fluorescence polarization. inhibition, % at 5.59 µM. actives 0.41% (n = 320,000);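 active = percent inhibition above the average of all tested compounds plus 3 SD, set per screening campaign, cut at about 16% in these data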;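 also: IDE supplied by intact live HEK cells; FP after avidin binding of uncleaved biotin substrate so inhibition keeps polarization high; 0% = DMSO wells and 100% = 60 µM reference IDE inhibitor Ii1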
SUMO HTRF inh = blocks human SUMOylation mediated by UBC9 | inhibition, % at 35 µM | HTRF SUMOylation assay, SAE1/SAE2 + UBC9, in vitro | actives 0.36% (n = 290,000); in the data active = inhibition above about 50%, passing the limit was not always enough; also: strong numbers were not always called active
MEKK3 PB1 HTS = raises or lowers MEK5 binding to the human MEKK3 PB1 domain. Q99759. bead-based flow cytometry, Alexa488-MEK5 binding to MEKK3; actives lie on both sides; 0 = blocked by unlabeled MEK5, 100 = vehicle. binding response (% of control), % at 10 µM. actives 1.4% (n = 290,000). AID 1529;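 active = binding response more than 3 SD above or below the average of its plate-row segment, actives on both sides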;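 also: Alexa488 bead fluorescence after subtracting the streptavidin-only scavenger bead signal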
MEKK2 mut-MEK5 = signal of MEK5 binding to mutant human MEKK2 PB1 domain | bead flow cytometry, Alexa488-MEK5 binding to MEKK2 mutant | percent response, % at 10 µM | actives 0.35% (n = 290,000); in the data active = percent response above about 24%, passing the limit was not always enough; also: inactives centre near 1; some results filed as inactive read as strong as hits; reference of the scale not given here
MEKK2 WT-MEK5 = raises or lowers MEK5 binding to wildtype human MEKK2 PB1 domain; Q9Y2U5; bead flow cytometry, Alexa488-MEK5 binding to MEKK2 WT; actives lie on both sides; binding response (% of control), % at 10 µM; actives 1.1% (n = 290,000); in the data active = binding response below about 67% or above about 130%
* marks the source's active call; other numbers are inactive results; . = no result given; & = joins results of further samples.

p-CIP stab down	NALP1 inh	IDE act	M18AAP inhibitor	IDE inh	SUMO HTRF inh	MEKK3 PB1 HTS	MEKK2 mut-MEK5	MEKK2 WT-MEK5	SMILES
-4	-12	-1	-12	0	-3	97	4	96	COC(=O)CN(c1ccc(F)cc1)S(=O)(=O)c1ccc2c(c1)OCCO2
-6	31	-1	-10	1	-11	100	0	101	COc1ccc(Cl)cc1NC(=O)CSc1ncnc2c1oc1ccccc12
-8	14	4	4	1	0	104	14	102	CCOc1ccc(N(CC(=O)Nc2cc(C)cc(C)c2)S(C)(=O)=O)cc1
-11	23	5	5	3	22	97	-1	107	Nc1cccc(-c2cc(-c3ccccc3)nc(-c3cccc(N)c3)n2)c1
-14	7	2	5	1	-7	97	-1	96	Cc1ccc(OCc2nnc(SCC(=O)c3cccs3)n2-c2ccccc2)cc1C
-3	23	0	4	-2	11	88	-9	87	COc1cc(NS(=O)(=O)N2CCCC2)cc(OC)c1OC
-8	60	-2	3	.	12	117	1	106	Cc1ccc(-n2nnnc2C(Cl)c2nnnn2-c2ccc(C)cc2)cc1
-6	17	-3	3	-3	-14	105	1	101	O=C1NC(c2ccccc2)CCC1(Cl)Cl (stereo not given)
-5	43	8	3	-5	-24	104	-2	101	COC(=O)c1c(NC(=O)CN2CCC3(O)CCCCC3C2c2ccc(F)cc2)sc(C)c1C (stereo not given)
-6	1	0	-5	3	2	100	-6	94	CC(C)(C)N(Cc1ccccc1)C(=O)c1ccc(Cl)cc1[N+](=O)[O-]
-4	10	10	12	1	2	89	-5	93	CN(C)C(=O)N1CCC(C(=O)NCc2ccc3c(c2)OCO3)CC1
-10	17	-1	-5	1	14	106	2	108	COc1ccc(NC(=O)CSc2nnc(COc3ccccc3)n2Cc2ccco2)cc1OC
11	-3	4	0	-3	13	108	10	105	CS(=O)(=O)N1N=C(c2ccco2)CC1c1ccc(Cl)cc1Cl (stereo not given)
-9	5	1	-5	4	-2	105	4	104	O=C(NCc1ccccc1)NC(=O)c1ccncc1
-17	-15	8	-22	2	30	104	5	102	Cc1nc2n[nH]c(N)c2c2c1COC(C)(C)C2
4	1	-1	4	6	3	101	3	100	CCOC(=O)Cn1c(CN2CCN(C(=O)c3ccco3)CC2)nc2c1c(=O)n(C)c(=O)n2C
-20	12	-4	-2	4	14	95	-6	92	CCc1nnc(NC(=O)CSc2nnc(-c3ccco3)n2C)s1
-33	8	3	-2	3	-6	104	8	104	CCN(Cc1ccccc1)S(=O)(=O)c1ccc(C(=O)Nc2nnc(C)o2)cc1
9	-1	1	-6	0	8	107	2	104	N/C(=N\OS(=O)(=O)c1ccc(Cl)cc1)c1ccncc1
.	.	4	.	12	.	105	1	102	CC1(C)Oc2cc3oc(-c4cc(O)cc(O)c4)cc3cc2CC1O (stereo not given)
-9	-4	-4	-1	6	3	107	12	111	O=C(O)CCCC(=O)Nc1ccc(C(=O)N2CCCCC2)c(Cl)c1
13	8	7	-13	5	3	109	-1	97	COc1ccc(C(=O)COC(=O)/C=C/c2ccc(S(=O)(=O)Nc3cccc(S(N)(=O)=O)c3)cc2)cc1
4	3	3	-4	-3	12	103	2	105	COc1ccc(/C=N/NC(=O)c2ccncc2)cc1[N+](=O)[O-]
-2	21	5	7	1	-6	.	.	.	Cc1nc(=O)c(-c2ccccc2)c(C)n1-c1ccc(S(N)(=O)=O)cc1
-4	27	-10	6	0	-11	87	-9	93	Cc1cc(C)c(C)c(S(=O)(=O)NCc2cccnc2)c1C
-4	-4	-12	5	-5	-28	95	17	98	O=c1cc(CSc2nc3cc(Cl)ccc3o2)nc2sccn12
-10	1	4	-11	5	22	116	4	113	COc1cc2[nH]c(=O)n(CCC(=O)N3CCN(c4cccc(C)c4C)CC3)c(=O)c2cc1OC
2	14	11	0	-9	0	97	143*	278*	CCCCCCCCCCC[N+](C)(C)CC/C=C1/c2ccccc2Sc2ccc(Cl)cc21
-6	12	2	2	-3	-14	101&91	1&-7	98&86	CC1(C)C=C2[C@H]3CC[C@@H]4[C@@]5(C)CCC(=O)C(C)(C)[C@@H]5CC[C@@]4(C)[C@]3(C)CC[C@@]2(C(=O)O)CC1
-2	13	4	-3	-4	6	105	5	100	O=C(CC(=O)Nc1ccccn1)Nc1ccccn1
2	24	4	1	1	1	97	-5	90	O=C(CNC(=O)c1cc2c(s1)CCC2)Nc1ccccc1Br
-3	-11	0	-2	2	2	106	3	105	Cc1cc(C=O)c(C)n1-c1ccc(N2CCCC2)c([N+](=O)[O-])c1
-6	-6	7	-9	5	9	104	1	105	CCCCNC(=O)CSc1nnc(Cc2ccccc2)n1CC
9	9	0	-2	3	3	97	-2	95	Cc1cc(C)nc(/N=C2\NC(=O)CC3C(=O)NCCN23)n1 (stereo not given)
-5	20	2	23	-4	26	111	5	103	O=C1CCCC2=C1C(c1ccccc1O)C1=C(CCCC1=O)O2
9	14	-3	-5	3	4	98	-4	99	NC(=O)c1cccc(C(N)=O)n1
-14	15	1	-2	-1	10	103	-7	91	N#CCCCn1c(=O)oc2ccccc21
-13	-11	5	-1	0	-4	98	0	97	COCCCNC(=O)CN1C(=O)COc2ccc(S(=O)(=O)N3CCCCCC3)cc21
-7	40	4	-7	-2	19	104	10	110	CC(=O)Oc1ccc(/C(C)=N\N2CCN(Cc3ccc(Cl)cc3)CC2)cc1
-4	2	0	0	1	10	101	1	99	COC(CNC(=O)CCc1c(C)nc2c(-c3ccc(F)cc3)c(C)nn2c1C)OC
0	39*	1	-6	-5	22	103	3	104	NNC(=O)c1ccc2nc(-c3ccc(Br)cc3)cn2c1
-1	1	-11	4	7	16	102	1	101	COc1ccc(C(=O)NCC(=O)NCC(=O)OCc2ccc(Br)cc2)cc1
0	15	-1	5	-2	2	106	3	104	COc1cc(CN(C)Cc2cc(=O)oc3cc(C)c(Cl)cc23)ccc1OC(F)F
-10	8	-3	1	-2	-1	96	-5	96	CC(CNC(=O)c1ccco1)NC(=O)c1ccco1 (stereo not given)
2	26	6	0	1	7	93	-2	96	O=C(CN1CCCC1)Nc1c2c(cc3c1CCC3)CCC2
-10	-2	5	-4	0	5	96	4	107	C#CCNC(=O)C1=C[C@H](c2coc3ccccc3c2=O)[C@@H](CCCO)[C@H](OCC)O1
0	-7	3	-9	1	-12	103	6	106	Cc1cnc(C(=O)OCC(=O)Nc2ccc(Oc3ccccc3)cc2)cn1
-6	.	-1	2	1	-19	99	-2	101	CO/N=C/c1cc([N+](=O)[O-])ccc1Sc1ccc(C)cc1
-7	26	2	2	2	9	112	-2	102	COc1ccc2[nH]c(C)c(CCNC(=S)Nc3cc(C)ccc3C)c2c1
11	39	3	6	1	-11	99	-6	96	Cc1onc(-c2ccccc2Cl)c1C(=O)NCc1ccccc1F
-13	4	3	9	-2	-4	108	6	103	CC(C)(C)c1nnc(NC(=O)c2cc(-c3ccccc3)nc3ccccc23)s1
-1	23	-2	1	4	2	98	0	98	CSc1nc2c(c(=O)n1-c1ccccc1)SCC2
-4	10	9	-2	2	13	83	-11	81	O=C(O)Cc1ccc(OCc2ccc(Cl)nc2)cc1
4	-7	3	5	3	-8	103	4	98	O=C(Nc1cc(Cl)ccc1N1CCCCC1)c1cccs1
-1	-7	9	14	3	-11	99	-1	105	CCN1CCCc2cc(CN(CCN3CCOCC3)C(=S)Nc3ccc(C)cc3)ccc21
-3	-25	-1	11	7	-5	104	3	111	COc1cc(OC)cc(C(=O)Nc2ccc(CN3CCCCC3)cc2)c1
-8	2	1	-1	9	8	100	-1	100	CC1CCN(C(=O)C2CCN(S(=O)(=O)c3cccnc3)CC2)CC1
-7	9	0	6	2	25	94	-2	95	COc1ccc(-c2sc(NC(=O)c3ccc(C)cc3)nc2-c2ccc([N+](=O)[O-])cc2)cc1
9	18	9	4	10	-46	88	-7	96	COc1ccc(NC(=O)CN2CCN(C3c4ccccc4-c4ccccc43)CC2)cc1
-4	11	-2	4	6	38	92	-4	64	CC(=O)c1ccc(NC(=O)CN2C(=O)/C(=C/C=C/c3ccccc3)SC2=S)cc1

One compound at a time, as listed above. Order of values: p-CIP stab down	NALP1 inh	IDE act	M18AAP inhibitor	IDE inh	SUMO HTRF inh	MEKK3 PB1 HTS	MEKK2 mut-MEK5	MEKK2 WT-MEK5
O=C(Nc1cc(Cl)ccc1N1CCCCC1)c1cccs1 is listed with 4	-7	3	5	3	-8	103	4	98
COc1ccc(NC(=O)CN2CCN(C3c4ccccc4-c4ccccc43)CC2)cc1 is listed with 9	18	9	4	10	-46	88	-7	96
COc1ccc2[nH]c(C)c(CCNC(=S)Nc3cc(C)ccc3C)c2c1 is listed with -7	26	2	2	2	9	112	-2	102

(cont.)
p-CIP stab down	NALP1 inh	IDE act	M18AAP inhibitor	IDE inh	SUMO HTRF inh	MEKK3 PB1 HTS	MEKK2 mut-MEK5	MEKK2 WT-MEK5	SMILES
43	8	5	-8	1	11	98	2	101	CS(=O)(=O)N(CC(=O)N1CCN(Cc2ccc3c(c2)OCO3)CC1)c1ccc2c(c1)OCO2
-21	9	5	-4	3	16	98	3	102	Cc1cc(C)cc(N(CC(=O)NCCSc2ccccn2)S(=O)(=O)c2ccccc2)c1
-4	8	-3	2	7	-18	100	8	103	CCn1c(CNC(=O)c2cccs2)nnc1SCC(=O)Nc1cc(Cl)ccc1C
1	2	-12	-4	3	-7	105	1	97	Cc1ccc(NC(=O)N2CCC(c3nc4c(nnn4Cc4cccc(Cl)c4)c(=O)[nH]3)CC2)cc1
-38	-2	1	-12	2	22	101	-3	99	CC(O)CNc1nc2ccccc2n1CC(=O)N1CCN(Cc2ccccc2)CC1 (stereo not given)

A portion of the library, so the mix of outcomes need not match the whole.
